# Source: PubChem BioAssay
# S1P4 ag – S1P4 receptor agonists, primary screen, cell-based | 220,000 tested, 0.35% active | Sphingosine 1-phosphate receptor 4 (Homo sapiens), O95977 | S1P4-expressing cell line, agonist reporter assay | activation, % at 4.98 µM; in the data active = activation above about 11%;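 note: 0% = DMSO vehicle and 100% = reference agonist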
# NPY1 pot ag – NPY-Y1 receptor potentiators or agonists, primary screen, cell-based; Neuropeptide Y receptor type 1 (Homo sapiens), P25929; NPY-Y1 expressing cells, potentiator/agonist activation; activation, % at 3.6 µM; 220,000 tested, 0.37% active; AID 1304, 2008; in the data active = activation above about 33%, passing the limit was not always enough;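 note: cells stimulated with NPY at EC10 then isoproterenol at EC100; 0% = low agonist plus stimulus and 100% = saturating agonist plus stimulus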
# Target sequence (P25929 whole entry, looked up): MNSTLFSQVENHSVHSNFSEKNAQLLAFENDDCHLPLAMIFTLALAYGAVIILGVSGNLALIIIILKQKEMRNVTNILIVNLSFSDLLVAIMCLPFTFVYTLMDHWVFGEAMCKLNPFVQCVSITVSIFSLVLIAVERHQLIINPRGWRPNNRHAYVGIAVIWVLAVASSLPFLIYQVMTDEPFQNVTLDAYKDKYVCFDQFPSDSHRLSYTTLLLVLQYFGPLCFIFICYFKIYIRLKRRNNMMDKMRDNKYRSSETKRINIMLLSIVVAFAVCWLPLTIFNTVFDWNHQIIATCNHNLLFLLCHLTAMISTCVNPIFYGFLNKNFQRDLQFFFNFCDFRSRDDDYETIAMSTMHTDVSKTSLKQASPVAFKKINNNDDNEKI
# CHOP inh – inhibitors of CHOP promoter induction, primary screen, cell-based, unfolded protein response, luciferase reporter | inhibition, % at 10 µM | AID 2732, 2010 | 220,000 tested, 3.8% active | CHO-K1 CHOP-promoter luciferase, tunicamycin-induced, 15-18 h;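 active = compounds that reduced the stress-induced luciferase reporter signal by more than about 70% of percent inhibition, limit read from the data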;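 note: 0% = tunicamycin plus vehicle and 100% = wells without tunicamycin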
# S1P4 antag – S1P4 receptor antagonists, primary screen, cell-based; Sphingosine 1-phosphate receptor 4 (Homo sapiens), O95977; S1P4-expressing cells, antagonist mode, reporter read-out; inhibition, % at 4.98 µM; 220,000 tested, 0.26% active; in the data active = inhibition above about 29%;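 note: 0% = wells stimulated with agonist and 100% = vehicle wells without agonist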
# Ba/F3 V617F tox – reduced viability of JAK2V617F-dependent Ba/F3 cells, primary screen, JAK2V617F inhibitor project, cell-based, Ba/F3 EpoR-JAK2V617F, luminescence; ATP luminescence; 220,000 tested, 1.1% active; inhibition, % at 5.6 µM; AID 1446, 2008;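 active = inhibition above the campaign mean plus 3 SD over all tested compounds, cut at about 24% in these data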;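 note: cytokine-independent growth of Ba/F3 cells driven by EpoR plus mutant JAK2; 0% = DMSO-treated cells and 100% = JAK inhibitor I control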
# NPY Y1 blocker – NPY-Y1 receptor antagonists, primary screen, cell-based | Neuropeptide Y receptor type 1 (Homo sapiens), P25929 | HEK293-CNG Y1 cells, membrane potential fluorescence; NPY at EC95, then isoproterenol | inhibition, % at 3.6 µM | 200,000 tested, 1% active | AID 1040, 2008;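 active = inhibition above the campaign mean inhibition of all tested compounds plus 3 SD, cut at about 20% in these data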;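 note: 0% = DMSO wells given NPY plus isoproterenol and 100% = isoproterenol alone without NPY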
#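 Assay system: HEK293 Y1/CNG channel cell line; Doses: single compound dose of 3.6 µM, 0.4% DMSO; Timing: dye 3 h, compound 60 min room temperature, stimulation 45 min; Technique: Membrane-potential fluorescent dye readout; Measure: % inhibition of NPY effect.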
# p47phox inh – p47phox/p22phox peptide binding inhibitors, primary screen, biochemical, uHTS, NADPH oxidase regulatory subunit. Neutrophil cytosol factor 1 (Homo sapiens), P14598. fluorescence polarization, 2 h. inhibition, % at 24.7 µM. 220,000 tested, 0.53% active;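 active = inhibition above about 30%, limit read from the data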;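 note: 0% = p47phox with labelled peptide and 100% = labelled peptide alone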
# NPY2 pot ag – NPY-Y2 potentiators or agonists, primary screen, cell-based | 220,000 tested, 0.45% active | AID 1359, 2008 | cells expressing NPY-Y2, potentiator/agonist read-out | activation, % at 3.6 µM; in the data active = activation above about 27%;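 note: cells stimulated with NPY near EC25 plus isoproterenol at EC100; 0% = vehicle plus submaximal agonist and 100% = vehicle plus saturating agonist; some results beyond the cut were filed as inactive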
# Target sequence (P49146 whole entry, looked up): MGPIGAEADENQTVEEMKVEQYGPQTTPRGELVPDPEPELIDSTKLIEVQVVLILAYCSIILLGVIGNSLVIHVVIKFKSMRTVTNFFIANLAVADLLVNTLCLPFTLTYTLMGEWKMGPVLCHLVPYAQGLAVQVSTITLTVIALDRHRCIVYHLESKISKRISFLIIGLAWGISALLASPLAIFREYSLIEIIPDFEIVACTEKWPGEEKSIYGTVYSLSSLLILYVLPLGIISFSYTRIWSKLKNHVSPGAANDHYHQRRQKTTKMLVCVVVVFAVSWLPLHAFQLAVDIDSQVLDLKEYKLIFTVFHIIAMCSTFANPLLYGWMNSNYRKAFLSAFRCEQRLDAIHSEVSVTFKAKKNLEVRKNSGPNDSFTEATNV
# BaF3 tox – parental Ba/F3 cell viability inhibition, counter-screen for JAK2V617F inhibitor project, murine pro-B, CellTiter-Glo luminescence; 220,000 tested, 1.1% active; AID 1486, 2009; inhibition, % at 5.6 µM; CellTiter-Glo ATP luminescence;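 active = inhibition above a per-campaign cutoff, the mean inhibition of all tested compounds plus 3 SD, cut at about 27% in these data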;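 note: 0% = DMSO wells and 100% = JAK Inhibitor I control wells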
# * = called active by the depositor; . = no result given.
SMILES,S1P4 ag,NPY1 pot ag,CHOP inh,S1P4 antag,Ba/F3 V617F tox,NPY Y1 blocker,p47phox inh,NPY2 pot ag,BaF3 tox
O=C(OCc1nnc(-c2ccccc2)o1)c1cc(=O)c2ccccc2o1,1.0,-1,12,8,2,6,-7,3,2
CN(c1ccccc1C(=O)N1CCCC1)S(C)(=O)=O,0.9,-27,30,-7,2,-7,-9,10,1
COc1ccc(S(=O)(=O)N2CCCCCC2)cc1NC(=O)Cc1ccccc1,-0.1,8,18,-10,3,8,-10,-17,0
COc1ccc(C2=NOC(C(=O)Nc3cc(C)on3)C2)cc1OC (centres undefined),0.5,4,7,-1,1,.,-14,-14,-6
O=C(NC1CCCCCCC1)c1cc(F)c(F)cc1Cl,1.5,-7,-34,-14,-3,5,-6,-1,-1
Cc1cccc(N(C(=O)CNC(=O)c2ccco2)C(C(=O)NC2CCCC2)c2cccnc2)c1 (centres undefined),-2.3,15,-10,2,-3,4,-13,-11,0
Cn1c(=O)c2c(nc(NCCNC(=O)c3ccco3)n2Cc2ccccc2Cl)n(C)c1=O,0.2,-9,1,-6,-1,5,-12,0,2
Cc1ccc(CSc2nnc(C)c(=O)n2N)cc1,2.4,9,-4,-5,2,1,-2,-7,7
CC(C)(C)NC(=O)c1ccncc1,0.9,0,16,-23,-2,7,-20,1,2
O=C(Nc1ccc(S(=O)(=O)N2CCOCC2)cc1)c1ccc(Br)o1,-0.2,-15,22,-22,-3,-3,-8,7,6
O=C(CNC(=O)c1ccccc1)NCC(=O)OCC(=O)c1ccc(F)cc1,0.6,1,23,7,8,1,6,-7,8
O=C(CN1CCC(C(=O)c2ccc(F)cc2)CC1)Nc1ccccc1,0.0,-10,46,8,1,-3,-15,-12,4
O=C(O)CCC(=O)Nc1ccc(N2CCCCC2)c(C(=O)O)c1,-0.5,-3,-19,-21,-4,2,3,12,2
N#C/C(=C\c1ccc[nH]1)C(=O)c1ccccc1,0.0,9,7,-6,-4,.,-15,4,-1
Cc1cccn2c(CNCCCn3ncc4ccccc43)c(C(=O)N3CCCCC3)nc12,-1.7,-1,6,2,-1,1,-11,-5,6
Cc1ccc(-c2cc(-c3ccccc3C)[nH]n2)c(O)c1,3.8,-7,102*,2,3,-5,-13,-8,1
O=C(Cn1nc(-c2ccc3c(c2)OCCO3)ccc1=O)Nc1ccc(-n2cnnn2)cc1,1.5,-5,7,-15,2,0,-32,-6,5
COc1cccc(NC(=O)N2CCN(c3cccc(C)c3)C(C)C2)c1 (centres undefined),1.6,22,44,10,-1,-5,6,7,6
Cc1nc2ccccc2c2oc(C(=O)NCCCN3CCCC3=O)cc12,0.3,8,20,-13,-3,2,-7,-1,4
Cc1c(NC(=O)COC(=O)CCC(=O)c2ccc(Cl)cc2)c(=O)n(-c2ccccc2)n1C,1.3,10,6,-17,-1,4,0,-15,9
O=C(COC(=O)c1cc(-c2cccs2)nn1-c1ccccc1)Nc1ccc(F)c([N+](=O)[O-])c1,2.5,-21,8,-38,-7,-1,3,-22,2
COc1ccccc1CN(Cc1cc2cc3c(cc2[nH]c1=O)OCCO3)Cc1nnnn1Cc1ccco1,-1.0,24,-1,-5,1,0,-54,-6,10
O=C(C1CC1)N1CCc2cc(Br)cc(S(=O)(=O)N3CCCCCC3)c21,0.1,-1,-7,-5,4,1,-9,-1,9
NS(=O)(=O)c1ccc(CCNC(=O)C(=O)c2c[nH]c3ccccc23)cc1,0.9,11,11,-8,-3,12,-9,18,-2
CC(C)(C)NC(=O)NC(=O)COc1ccc(Br)cc1Br,1.2,-7,83*,-19,-3,0,-1,-8,2

# One compound at a time, as listed above.
# Profile of O=C(C1CC1)N1CCc2cc(Br)cc(S(=O)(=O)N3CCCCCC3)c21 : S1P4 ag: 0.1; NPY1 pot ag: -1; CHOP inh: -7; S1P4 antag: -5; Ba/F3 V617F tox: 4; NPY Y1 blocker: 1; p47phox inh: -9; NPY2 pot ag: -1; BaF3 tox: 9
# Profile of NS(=O)(=O)c1ccc(CCNC(=O)C(=O)c2c[nH]c3ccccc23)cc1 : S1P4 ag: 0.9; NPY1 pot ag: 11; CHOP inh: 11; S1P4 antag: -8; Ba/F3 V617F tox: -3; NPY Y1 blocker: 12; p47phox inh: -9; NPY2 pot ag: 18; BaF3 tox: -2

# Next section
SMILES,S1P4 ag,NPY1 pot ag,CHOP inh,S1P4 antag,Ba/F3 V617F tox,NPY Y1 blocker,p47phox inh,NPY2 pot ag,BaF3 tox
O=C1NC2=C(C(=O)CCC2)C(c2ccc3ncccc3c2)N1 (centres undefined),1.0,3,-21,-8,-4,-5,-3,9,1
O=S(=O)(Nc1nc2ccccc2nc1Cl)c1ccc(Cl)cc1,0.6,8,26,-10,-3,2,8,6,0
CC(C)(C)CC(C)(C)N=C1NS(=O)(=O)c2cc([N+](=O)[O-])ccc21,-0.1,-8,-19,0,4,-1,-9,7,3
CC(=O)c1ccc(-c2ccc(/C=C(/Sc3n[nH]c(C)n3)C(=O)O)o2)cc1,1.3,-16,11,-3,0,.,-29,-2,2
COCCCn1c(-c2ccccc2Cl)n[nH]c1=S,2.8,6,14,-8,-1,-1,-4,12,5
COc1ccc(NC(C)=O)cc1NC(C)C(=O)Nc1ccccc1F (centres undefined),-1.1,0,-13,-19,-2,5,0,-13,-2
Cc1cc(NC(=O)COc2ccc(Cl)cc2Cl)n(-c2ccccc2)n1,0.8,8,29,-3,0,-1,9,-8,8
COc1ccccc1CNCC(O)(c1ccc(Cl)cc1)c1ccc(Cl)cc1,-0.4,-37,60,8,-1,21*,-7,-5,5
CC(Oc1ccc(Cl)cc1)C(=O)Nc1nccs1 (centres undefined),0.3,-3,26,1,4,-7,-10,-2,0
O=c1c2ccccc2cnn1CCOc1ccccc1,-1.3,-16,41,-15,3,0,0,-9,8
COc1cc2c(cc1OC)C(c1cccc([N+](=O)[O-])c1)N(C(=O)c1ccc(F)cc1)CC2 (centres undefined),0.2,-27,-26,17,1,32*,2,-2,4
CCOC(=O)c1c(NC(=O)C(=O)N/N=C/c2ccccc2OC)sc2c1CCCCC2,0.0,-28,9,-10,4,3,-15,-17,12
Cc1ccc2c(Cl)c(C(=O)Nc3cc(C)on3)sc2c1,1.2,-7,46,2,0,11,-6,-5,6
Cc1cc(C)nc(NC(=O)/C=C/c2ccc3c(c2)OCO3)c1,0.3,6,6,-11,9,1,-12,1,12
CCOC(=O)C1=C(O)/C(=C\c2cc(C)n(-c3ccccc3F)c2C)N=C1C,-2.0,5,11,-24,-3,3,-117,-6,-1
CCO/N=C/C1=C(O)C(C(=O)OC)C(C)(C)CC1=O (centres undefined),2.2,-6,7,5,-1,2,1,10,1
COc1ccc(/C=N/NC(=O)c2ccn[nH]2)cc1COc1ccc([N+](=O)[O-])c(C)c1,0.0,-6,3,-8,-3,.,-26,-8,2
CC(C)Oc1ccc(C(=O)NC(Cc2c[nH]c3ccccc23)C(=O)NN)cc1 (centres undefined),-0.2,11,7,-2,-4,.,-5,-8,0
C#Cc1ccc([C@H]2C=C(C(=O)N3CCN(Cc4ccc5c(c4)OCO5)CC3)O[C@@H](OCc3ccc(CO)cc3)C2)cc1,-0.6,6,30,5,0,-1,-35,1,-2
O=C(OCC(=O)N(Cc1ccccc1)C1CCS(=O)(=O)C1)c1cc2c(s1)CCCC2 (centres undefined),-0.4,-1,24,0,2,2,-18,10,3
Cn1c(SCCN2CCCCC2)nnc1-c1ccccc1Br,0.2,-8,39,11,0,5,-10,-5,4
NC(=O)c1ccccc1O,0.6,-7,8,-12,-4,-2,-1,-5,0
O=C(COc1ccc(Cl)cc1Cl)NN=C1c2ccccc2-c2ccccc21,-0.7,0,85*,-4,0,-2,12,7,6
Cc1ccc(NC(=O)CCSc2nnc(C)s2)cc1,3.1,-13,-13,-7,2,7,-2,3,5
COC(=O)c1c(NC(=O)c2ccc(C)cc2)sc(Cc2ccccc2)c1C,-1.1,11,-14,-6,0,1,-10,10,3
SMILES,S1P4 ag,NPY1 pot ag,CHOP inh,S1P4 antag,Ba/F3 V617F tox,NPY Y1 blocker,p47phox inh,NPY2 pot ag,BaF3 tox
O=C(CCC(=O)N1CCN(S(=O)(=O)c2ccc(Cl)cc2)CC1)Nc1cccc(Br)c1,0.8,18,44,-6,3,-3,-11,2,3
CC(=O)NC(=O)Nc1sc(=S)n(C)c1C,-0.3,-31,-14,-6,4,-2,-10,-7,8
CC(OCC(O)CN(C)Cc1nc2ccccc2c(=O)[nH]1)c1ccc(Cl)cc1 (centres undefined),-0.4,4,-4,7,-5,8,-1,-15,1
CC(=O)C(C(C)=O)c1c(Cl)c(O)c(O)c2c(C(=O)c3ccccc3)coc12,0.0,4,.,6,-2,-3,-1,9,-1
CC(=Nc1ccc2c(c1)nc(CO)n2C)C1=C(O)CC(C)(C)CC1=O,-1.4,-22,-7,-12,5,1,-1,-4,5
COc1cccc(CN2CCN(Cc3ccc(O)cc3)CC2CCO)c1 (centres undefined),2.3,15,-20,-15,-1,6,-1,0,0
NNC(=O)c1cnn(-c2ccccc2)c1C(F)(F)F,0.4,10,11,-5,-3,4,-12,4,2
COC(=O)c1ccccc1NC(=O)COc1ccccc1,-0.9,-24,-7,4,4,9,-13,-20,5
O=S(=O)(c1ccc(F)cc1)N1CC=C(c2ccccc2)CC1,-1.6,-7,6,-2,-1,.,0,-11,1
Cc1ccc(N(CC(O)CN2CCCCC2)S(=O)(=O)c2ccccc2[N+](=O)[O-])cc1 (centres undefined),0.2,10,2,5,-2,3,-2,2,8
Cc1ccc(/C=N/N2CCN(c3ccccc3)CC2)cc1,0.4,15,-9,-4,-1,2,-2,23,4
Cc1cc(=O)[nH]c(N/N=C/c2cccs2)n1,-2.0,-22,-14,-14,-1,1,-16,10,6
CCc1nc2ccccc2c(C(=O)Oc2ccc(C(=O)OC)cc2)c1C,-1.3,6,6,-4,3,5,-9,0,8
COc1cc(/C=C2/N=C(C3CCCCC3)OC2=O)cc(OC)c1OC,-3.3,0,27,0,-5,4,-14,1,1
O=Cc1ccc(-c2ccc([N+](=O)[O-])cc2Cl)o1,-1.7,-9,5,0,4,-6,-7,-11,1
Cc1ccccc1-c1ncc(CN2CCC(CO)(CCCc3ccccc3)CC2)cn1,-0.3,-14,5,14,1,6,-1,-27,9
OC1(c2cccs2)CN(c2ccc(Br)cc2)C2=[N+]1CCCS2 (centres undefined),-1.4,-7,-5,19,-2,.,-8,-21,-4
Cc1nc(CN(C)C(=O)c2ccccc2OC2CCN(S(C)(=O)=O)CC2)cs1,-0.2,-6,-8,3,-4,2,-2,-8,-1
C=CCNc1nnc(SCC(=O)N2CCCCC2)c2ccccc12,-0.5,-8,20,-16,4,-4,5,1,5
O=C(COc1ccc(Cl)cc1Cl)NCCC1=CCCCC1,-2.3,0,107*,-7,-2,16,-6,-9,4
NC(=O)COC(=O)c1c2c(nc3ccccc13)CCC2,1.9,4,-2,-17,1,6,-2,4,4
CCn1ncc(C2=NOC(C(=O)NCc3ccc(Cl)cc3)C2)c1C (centres undefined),-0.9,-26,.,0,21,15,-6,1,11
C/C(=N/NC(=O)c1cccc(N2CCCC2=O)c1)c1ccncc1,0.5,1,-22,-9,-1,5,-7,3,2
CCN1CCN(CCOc2ccccc2OCc2ccccc2)CC1,1.0,-8,7,-23,0,9,-8,-12,5
